APE1 inh – blocks human APE1 abasic DNA cleavage | P27695 | recombinant APE1, TAMRA/BHQ-2 abasic DNA cleavage fluorescence | Potency, µM (titrated, usually from 65.8 µM), for the others: at the top dose activity change, negative = inhibition, most hits filed as inhibitors | 350,000 compounds, 0.35% hits | AID 2517;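 further: plate controls were vehicle for no effect and reference inhibitor for full effect; nearly all actives have a fitted effect of over 55% in size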
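Kinetic fluorescence read (525 ex/598 em nm, three reads 60 s apart) of AP-site incision; signal = third minus first read. Enzyme 0.75 nM, dual-labelled THF duplex 50 nM, compound preincubation 15 min RT.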
Pol kappa inh – inhibitors of human DNA polymerase kappa; 400,000 compounds, 0.53% hits; Q9UBT6; purified Pol kappa, fluorescent DNA synthesis assay, 10 min; Potency, µM (titrated, usually from 107 µM), for inactives: top-dose activity, negative = inhibition, most hits filed as inhibitors
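Kinetic fluorescence readout at 0 and 10 min followed reaction start with substrate at 50 nM final. Beforehand, enzyme (10 nM Pol kappa) stood 15 min with compound at room temperature; buffer-only wells were negative controls.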
BLM inh – Bloom syndrome helicase (human) inhibition. Potency, µM (titrated, usually from 56.1 µM), without a hit: top-dose activity change, negative = inhibition, most hits filed as inhibitors. recombinant BLM DNA unwinding, fluorescence dequenching. P54132. 350,000 compounds, 0.2% hits;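 further: plate controls were vehicle for no effect and no enzyme for full effect; nearly all actives have a fitted effect of over 35% in size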
Target sequence (P54132 whole entry, looked up): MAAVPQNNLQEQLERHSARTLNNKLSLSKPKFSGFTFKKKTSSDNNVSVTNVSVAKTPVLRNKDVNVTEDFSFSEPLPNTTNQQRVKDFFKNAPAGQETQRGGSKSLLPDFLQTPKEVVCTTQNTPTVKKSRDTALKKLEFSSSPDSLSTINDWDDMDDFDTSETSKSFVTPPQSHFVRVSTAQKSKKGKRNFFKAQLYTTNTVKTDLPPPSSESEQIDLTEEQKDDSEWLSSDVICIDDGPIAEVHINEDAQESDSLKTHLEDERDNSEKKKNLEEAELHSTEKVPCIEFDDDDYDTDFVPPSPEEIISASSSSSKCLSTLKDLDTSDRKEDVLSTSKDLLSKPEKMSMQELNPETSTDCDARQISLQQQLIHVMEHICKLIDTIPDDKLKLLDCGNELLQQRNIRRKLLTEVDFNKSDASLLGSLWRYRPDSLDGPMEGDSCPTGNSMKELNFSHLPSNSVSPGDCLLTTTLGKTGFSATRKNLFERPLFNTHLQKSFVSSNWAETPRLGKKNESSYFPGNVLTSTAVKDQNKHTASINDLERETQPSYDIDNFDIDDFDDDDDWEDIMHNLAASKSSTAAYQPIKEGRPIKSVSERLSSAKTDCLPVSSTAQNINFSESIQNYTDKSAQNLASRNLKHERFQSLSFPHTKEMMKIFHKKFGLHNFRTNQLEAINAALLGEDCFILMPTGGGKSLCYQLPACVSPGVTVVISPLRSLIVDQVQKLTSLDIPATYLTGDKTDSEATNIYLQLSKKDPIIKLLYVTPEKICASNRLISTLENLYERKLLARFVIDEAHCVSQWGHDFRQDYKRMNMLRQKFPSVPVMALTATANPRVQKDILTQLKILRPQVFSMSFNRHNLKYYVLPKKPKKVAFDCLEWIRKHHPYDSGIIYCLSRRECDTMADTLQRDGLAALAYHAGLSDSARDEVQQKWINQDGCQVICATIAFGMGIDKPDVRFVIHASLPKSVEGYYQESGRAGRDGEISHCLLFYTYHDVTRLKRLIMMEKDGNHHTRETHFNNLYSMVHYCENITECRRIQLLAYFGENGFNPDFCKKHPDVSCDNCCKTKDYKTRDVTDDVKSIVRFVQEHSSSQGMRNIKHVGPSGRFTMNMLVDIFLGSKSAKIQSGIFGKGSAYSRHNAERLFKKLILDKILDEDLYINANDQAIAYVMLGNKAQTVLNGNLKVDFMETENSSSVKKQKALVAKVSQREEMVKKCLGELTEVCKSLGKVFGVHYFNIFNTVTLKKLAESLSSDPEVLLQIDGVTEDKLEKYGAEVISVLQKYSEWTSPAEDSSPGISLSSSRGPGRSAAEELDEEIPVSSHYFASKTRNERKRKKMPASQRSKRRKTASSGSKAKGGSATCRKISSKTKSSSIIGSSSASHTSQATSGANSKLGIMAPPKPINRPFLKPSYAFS
* = called active by the depositor; ? = inconclusive; [ ] = remark or other dose. The call rests on the fitted dose curve; in most records, active means well fitted curve in the direction sought with a large enough effect; inconclusive means small, poorly fitted or top-dose-only effect, or another doubt; inactive means no such curve, though single readings can be large; an effect the other way counts as inactive or inconclusive. Unless noted, on the % scale 0 is the no-effect control and ±100 the full control effect; potency means the concentration at half of the fitted maximal effect. Not all compounds are listed, so the mix of outcomes need not match the whole.

SMILES | APE1 inh | Pol kappa inh | BLM inh
O=c1c(CCc2ccccc2)nc2cncnc2n1Cc1ccccc1Cl | -11.8% | -6.7%[60.1 µM] | -7.0%
Cc1noc(C)c1C(=O)N1CCC2(CCCN(Cc3ccc(C#N)cc3)C2)CC1 | -0.2% | -2.2%[60.1 µM] | 4.6%
Cc1cccc(CNc2ccnc(-c3ccccc3Cl)n2)c1 | -4.7% | 4.7%[60.1 µM] | -9.6%
CC(=O)N1CCC2(CCCN(c3ccc(-c4ccccc4)cc3)C2)CC1 | 1.3% | 0.4%[60.1 µM] | -7.7%
N[C@@H](Cc1cc(-c2ccc(Cl)cc2Cl)cc(CP(=O)(O)O)c1O)C(=O)O | -10.8% | 1.78µM* | 16.4%
COc1cccc(Nc2ncc3nc(-c4ccc(F)cc4)c(=O)n(CCC#N)c3n2)c1 | -1.5% | 1.0%[60.1 µM] | -0.3%
O=c1c(-c2ccc(F)cc2)nc2cnc(Oc3ccccc3)nc2n1C1CC1 | -1.6% | -1.2%[60.1 µM] | 3.6%
Cc1noc(C)c1C(=O)N1CCC2(CC1)CN(c1cccc(-c3ccccc3)c1)C2 | 0.2% | -11.5%[60.1 µM] | -3.9%
COCC(=O)N1CCC2(CC1)CCN(c1ccccn1)CC2 | -0.4% | -0.8%[60.1 µM] | -3.6%
O=c1cnc2cnc(Oc3cccc(Cl)c3)nc2n1CCc1ccccc1 | -0.1% | -4.6%[60.1 µM] | 3.2%
COc1ccc(-c2oc3cc(OC)ccc3c(=O)c2O)cc1 | 0.9% | -12.8%[19.4 µM] | 0.2%
Cc1cnc(CNc2ncncc2-c2ccc3c(c2)OCO3)cn1 | -0.1% | 1.2%[60.1 µM] | 0.9%
CC(C)CN1CC2(CCN(S(=O)(=O)c3ccccc3)CC2)C1 | 13.7% | -2.4%[60.1 µM] | 7.6%
Cc1ccccc1-c1cncnc1NCc1cccnc1 | 0.0% | 4.7%[60.1 µM] | -5.1%
C[N+](C)(C)CCCCCNCC12CC3CC(CC(C3)C1)C2 | -7.0% | -11.9%[19.4 µM] | -5.7%
C[C@H]1C[C@]2(O[C@@H]2C)C(=O)O[C@@H]2CCN(C)C/C=C(/COC(=O)[C@]1(C)O)C2=O | 0.0% | -12.0%[19.4 µM] | 3.0%
COc1cccc(Nc2ncc3nc(CCc4ccccc4)c(=O)n(CCC#N)c3n2)c1 | 16.9% | 0.6%[60.1 µM] | -1.0%
O=c1c(-c2ccc(Cl)cc2)nc2cncnc2n1Cc1ccccc1 | 6.7% | -2.9%[60.1 µM] | 1.4%
C[C@](N)(COP(=O)(O)O)C(=O)O | 15.4% | -7.8%[19.4 µM] | 2.9%
N[C@H](C(=O)O)C1[C@H](C(=O)O)[C@H]1C(=O)O (some centres undefined) | -0.4% | -7.1%[19.4 µM] | -0.7%

The last five compounds of the part before come first, to join the parts.
SMILES | APE1 inh | Pol kappa inh | BLM inh
C[C@H]1C[C@]2(O[C@@H]2C)C(=O)O[C@@H]2CCN(C)C/C=C(/COC(=O)[C@]1(C)O)C2=O | 0.0% | -12.0%[19.4 µM] | 3.0%
COc1cccc(Nc2ncc3nc(CCc4ccccc4)c(=O)n(CCC#N)c3n2)c1 | 16.9% | 0.6%[60.1 µM] | -1.0%
O=c1c(-c2ccc(Cl)cc2)nc2cncnc2n1Cc1ccccc1 | 6.7% | -2.9%[60.1 µM] | 1.4%
C[C@](N)(COP(=O)(O)O)C(=O)O | 15.4% | -7.8%[19.4 µM] | 2.9%
N[C@H](C(=O)O)C1[C@H](C(=O)O)[C@H]1C(=O)O (some centres undefined) | -0.4% | -7.1%[19.4 µM] | -0.7%
COc1cccc(C=NC=Nc2cccc(OC)c2)c1 | ? | -10.4%[19.4 µM] | -5.6%
COc1cccc(-c2nc(NCc3cccnc3)c3ccccc3n2)c1 | -4.2% | -1.6%[60.1 µM] | -11.3%
O=c1c(-c2ccccc2)nc2cnc(N3CCNCC3)nc2n1C1CC1 | -0.7% | 5.4%[60.1 µM] | -7.7%
N#Cc1ccccc1-c1ccc2ncnc(NCc3ccccc3)c2c1 | -0.1% | -10.4%[60.1 µM] | ?
O=c1cnc2cnc(Oc3ccccc3)nc2n1Cc1ccc(F)cc1 | -2.5% | -4.3%[60.1 µM] | -2.7%
COc1cccc(Cn2c(=O)c(C)nc3cnc(Nc4cccc(OC)c4)nc32)c1 | 2.3% | 11.8%[60.1 µM] | -4.2%
COCCn1c(=O)cnc2cnc(N3CCNCC3)nc21 | 1.4% | 0.0%[60.1 µM] | 0.5%
COc1ncc2nc(CCc3ccccc3)c(=O)n(-c3ccccc3)c2n1 | 1.7% | -8.2%[60.1 µM] | -3.0%
COc1cccc(Cn2c(=O)c(-c3cccs3)nc3cnc(Nc4cccc(OC)c4)nc32)c1 | -0.1% | 3.5%[60.1 µM] | -6.3%
O=C(c1ccncc1)N1CCC2(CC1)CCN(c1ncccn1)CC2 | -1.4% | -7.7%[60.1 µM] | 5.5%
CCNc1ncc2nc(CCc3ccccc3)c(=O)n(C)c2n1 | -2.2% | 1.9%[60.1 µM] | -1.3%
COc1ccc(C(=O)N2CCC3(CC2)CCN(c2ncccn2)CC3)cc1 | -1.2% | -2.6%[60.1 µM] | 1.2%
Cc1nc2cnc(N3CCNCC3)nc2n(CCC#N)c1=O | -0.2% | 0.2%[60.1 µM] | -2.9%
COCCn1c(=O)c(-c2ccccc2)nc2cnc(Nc3cccc(OC)c3)nc21 | -0.4% | -7.8%[60.1 µM] | 0.9%
COc1ncc2ncc(=O)n(C[C@H]3CCCO3)c2n1 | -10.5% | -2.5%[60.1 µM] | 1.7%
Cc1cc(=O)cc2oc3cc(N)c(-c4c(C)cc(O)cc4O)c(C)c3nc1-2 | ? | 4.47µM* | 15.8µM*
CN(Cc1ccco1)c1nc(-c2ccccc2C(F)(F)F)nc2ccccc12 | -7.7% | -7.8%[60.1 µM] | -2.9%
CS(=O)(=O)N1CCC[C@@]2(CCN(Cc3nccs3)C2)C1 | 1.6% | -5.8%[60.1 µM] | 2.9%
Cc1cnc(CNc2cc(-c3ccccc3C(F)(F)F)ncn2)cn1 | 1.5% | 2.0%[60.1 µM] | -1.2%
O=C(c1ccncc1)N1CCC2(CC1)CCN(c1ccc(-c3ccccc3)cc1)CC2 | 2.2% | 9.9%[60.1 µM] | -0.8%

5 entries picked at random from the list so far:
SMILES | APE1 inh | Pol kappa inh | BLM inh
CCNc1ncc2nc(CCc3ccccc3)c(=O)n(C)c2n1 | -2.2% | 1.9%[60.1 µM] | -1.3%
O=c1c(-c2ccccc2)nc2cnc(N3CCNCC3)nc2n1C1CC1 | -0.7% | 5.4%[60.1 µM] | -7.7%
Cc1nc2cnc(N3CCNCC3)nc2n(CCC#N)c1=O | -0.2% | 0.2%[60.1 µM] | -2.9%
COc1ccc(C(=O)N2CCC3(CC2)CCN(c2ncccn2)CC3)cc1 | -1.2% | -2.6%[60.1 µM] | 1.2%
O=C(c1ccncc1)N1CCC2(CC1)CCN(c1ccc(-c3ccccc3)cc1)CC2 | 2.2% | 9.9%[60.1 µM] | -0.8%

(more compounds)
SMILES | APE1 inh | Pol kappa inh | BLM inh
COc1ccc(NC(=O)N2CC[C@@]3(CCCN(C(C)=O)C3)C2)cc1 | -1.0% | 8.8%[60.1 µM] | -5.8%
COC(=O)N1CCC2(CCCN(Cc3ccc(C#N)cc3)C2)CC1 | 1.3% | 2.2%[60.1 µM] | 2.9%
C[C@@H]1[C@H](O)[C@@H](C)/C=C/C=C/C=C/C=C/C=C/C=C/C=C/[C@H](O[C@@H]2O[C@H](C)[C@@H](O)[C@H](N)[C@@H]2O)C[C@@H]2O[C@](O)(C[C@@H](O)C[C@@H](O)[C@H](O)CC[C@@H](O)C[C@@H](O)CC(=O)O[C@H]1C)C[C@H](O)[C@H]2C(=O)O | -5.9% | -15.4%[60.1 µM] | -15.3%
COc1ccc(-c2nc3cnc(N(C)C)nc3n(CCC#N)c2=O)cc1 | 1.1% | -9.3%[60.1 µM] | -10.4%
O=c1c(CCc2ccccc2)nc2cnc(Oc3ccccc3)nc2n1C1CC1 | -2.8% | -5.2%[60.1 µM] | -2.3%
N#Cc1ccccc1-c1ccc2ncnc(NC3CC3)c2c1 | -5.6% | -0.1%[60.1 µM] | -9.5%
CCOc1ccc(/C=C/C(=O)c2cccs2)cc1 | -8.5% | -7.4%[19.4 µM] | -5.3%
O=C(N/N=C\c1ccccc1O)c1ccccc1O | -3.9% | -4.6%[19.4 µM] | -6.2%
O=c1cnc2cnc(Nc3ccccc3)nc2n1CCc1ccccc1 | -3.6% | -4.7%[60.1 µM] | -0.3%
COc1cccc(Nc2ncc3nc(-c4ccc(F)cc4)c(=O)n(C)c3n2)c1 | 2.1% | 0.9%[60.1 µM] | -3.3%
COc1ccc(CNc2ncncc2-c2cccc(C#N)c2)c(OC)c1 | -4.2% | 4.8%[60.1 µM] | 1.1%
c1ccc(C(c2ccccc2)N2CC3(CCNCC3)C2)cc1 | -0.4% | 12.6%[60.1 µM] | -2.4%
O=c1c(-c2ccc(Cl)cc2)nc2cnc(N3CCNCC3)nc2n1Cc1cccs1 | -6.4% | ? | -12.4%
CCNc1ncc2nc(-c3cn(C)c4ccccc34)c(=O)n(-c3ccc(OC)cc3)c2n1 | -11.4% | 1.8%[60.1 µM] | -3.9%
CN(C)C(=O)c1ccc(-c2cc(N(C)Cc3ccco3)ncn2)cc1 | 0.2% | 0.8%[60.1 µM] | -0.1%
COc1ccccc1CN1CCCC2(CCN(C(=O)c3csnn3)CC2)C1 | 12.1% | -4.0%[60.1 µM] | 2.7%
COc1ccc(CNc2cc(-c3ccccc3C)ncn2)c(OC)c1 | -7.1% | -7.3%[60.1 µM] | -2.3%
N#Cc1cccc(-c2cc(NCc3ccccc3)ncn2)c1 | -7.7% | -2.7%[60.1 µM] | 0.6%
COc1ccccc1-c1ccc2ncnc(Nc3ccccc3)c2c1 | -7.4% | -4.7%[60.1 µM] | -11.4%
Cc1noc(C)c1-c1cc(NCc2cccnc2)ncn1 | -0.3% | 7.9%[60.1 µM] | -7.1%
O=c1cc(-c2cccc(O)c2)oc2cccc(O)c12 | -7.0% | -8.1%[19.4 µM] | 0.3%
O=C(Nc1ccccc1)N1CCCC2(CCN(C(=O)c3cnccn3)CC2)C1 | 16.4% | 10.8%[60.1 µM] | -0.8%
CN1CCN(c2ncc3nc(-c4cccc(C#N)c4)c(=O)n(Cc4ccc(F)cc4)c3n2)CC1 | -9.6% | -0.9%[60.1 µM] | -3.2%
O=c1c(CCc2ccccc2)nc2cnc(N3CCOCC3)nc2n1C[C@H]1CCCO1 | 8.5% | -8.8%[60.1 µM] | -6.9%
CN(C)c1ncc2nc(-c3cccc(C#N)c3)c(=O)n(C[C@H]3CCCO3)c2n1 | 3.5% | -5.6%[60.1 µM] | -9.6%
CC(C)CN1CCCC2(CCN(C(=O)c3cc(C(F)(F)F)cc(C(F)(F)F)c3)CC2)C1 | 7.0% | -5.1%[60.1 µM] | -1.9%
Cc1ccccc1-c1ccc2ncnc(NC3CC3)c2c1 | -1.1% | 0.0%[60.1 µM] | 1.9%
COCC(=O)N1CCC2(CCCN(C(=O)Nc3cccc(F)c3)C2)CC1 | 4.1% | -3.3%[60.1 µM] | 4.0%
COCC(=O)N1CCC2(CCCN(c3cccc(-c4ccccc4)c3)C2)CC1 | 13.1% | -9.1%[60.1 µM] | -1.1%
O=C(Nc1ccccc1)N1CCC2(CC1)CCN(C(=O)c1cccc(F)c1)CC2 | 0.9% | 16.1%[60.1 µM] | -6.4%
COc1ccc(-n2c(=O)c(-c3ccc(Cl)cc3)nc3cncnc32)cc1 | 1.5% | -9.8%[60.1 µM] | 0.3%
CC(=O)N1CCC2(CC1)CN(C(=O)Nc1cccc(C#N)c1)C2 | 0.0% | -4.6%[60.1 µM] | 4.3%
COc1ncc2nc(CCc3ccccc3)c(=O)n(CCC#N)c2n1 | 1.1% | -8.0%[60.1 µM] | -0.7%
CCNc1ncc2nc(-c3ccc(Cl)cc3)c(=O)n(CCC#N)c2n1 | ? | 1.1%[60.1 µM] | 1.7%
CC(C)NC(=O)N1CCCC2(CCN(C(=O)c3cccc(F)c3)CC2)C1 | 0.6% | 6.3%[60.1 µM] | 1.9%
COc1cccc(Cn2c(=O)cnc3cnc(Nc4cccc(OC)c4)nc32)c1 | -6.7% | 10.2%[60.1 µM] | -8.2%

High-throughput results deposited in PubChem by National Center for Advancing Translational Sciences (NCATS).
